From PubChem BioAssay
USP30 block – inhibitors of human USP30 deubiquitinase; Q70CQ3; purified USP30, Ub-rhodamine cleavage fluorescence; inhibition, % at 25 µM; 5.3% of 47,000 active; AID 1645860
USP8 inh – blocks human USP8 ubiquitin-rhodamine cleavage. P40818. purified USP8, Ub-rhodamine cleavage fluorescence, 30 min. inhibition, % at 20 µM. 4.2% of 47,000 active. AID 1645853
USP10 block – blocks human USP10 ubiquitin-rhodamine cleavage; purified USP10, Ub-rhodamine fluorescence, 60 min; AID 1645856; Q14694; 1.1% of 47,000 active; inhibition, % at 20 µM
USP28 inh – blocks human USP28 ubiquitin-rhodamine cleavage. inhibition, % at 25 µM. Q96RU2. 3% of 47,000 active. purified USP28, Ub-rhodamine cleavage fluorescence, 30 min
UCHL1 inh – human UCHL1 deubiquitinase inhibition; AID 1645859; inhibition, % at 20 µM; 0.2% of 47,000 active; purified UCHL1, Ub-rhodamine cleavage fluorescence; P09936
USP17 inh – human USP17-like deubiquitinase inhibition; inhibition, % at 50 µM; A8MUK1; AID 1645855; purified USP17, Ub-rhodamine cleavage fluorescence, 3 h; 6.5% of 47,000 active
USP7 inh – inhibitors of human USP7 deubiquitinase; Q93009; purified USP7, Ub-rhodamine cleavage fluorescence; inhibition, % at 20 µM; 0.3% of 47,000 active; AID 1645854
Target sequence (Q93009 whole entry, looked up): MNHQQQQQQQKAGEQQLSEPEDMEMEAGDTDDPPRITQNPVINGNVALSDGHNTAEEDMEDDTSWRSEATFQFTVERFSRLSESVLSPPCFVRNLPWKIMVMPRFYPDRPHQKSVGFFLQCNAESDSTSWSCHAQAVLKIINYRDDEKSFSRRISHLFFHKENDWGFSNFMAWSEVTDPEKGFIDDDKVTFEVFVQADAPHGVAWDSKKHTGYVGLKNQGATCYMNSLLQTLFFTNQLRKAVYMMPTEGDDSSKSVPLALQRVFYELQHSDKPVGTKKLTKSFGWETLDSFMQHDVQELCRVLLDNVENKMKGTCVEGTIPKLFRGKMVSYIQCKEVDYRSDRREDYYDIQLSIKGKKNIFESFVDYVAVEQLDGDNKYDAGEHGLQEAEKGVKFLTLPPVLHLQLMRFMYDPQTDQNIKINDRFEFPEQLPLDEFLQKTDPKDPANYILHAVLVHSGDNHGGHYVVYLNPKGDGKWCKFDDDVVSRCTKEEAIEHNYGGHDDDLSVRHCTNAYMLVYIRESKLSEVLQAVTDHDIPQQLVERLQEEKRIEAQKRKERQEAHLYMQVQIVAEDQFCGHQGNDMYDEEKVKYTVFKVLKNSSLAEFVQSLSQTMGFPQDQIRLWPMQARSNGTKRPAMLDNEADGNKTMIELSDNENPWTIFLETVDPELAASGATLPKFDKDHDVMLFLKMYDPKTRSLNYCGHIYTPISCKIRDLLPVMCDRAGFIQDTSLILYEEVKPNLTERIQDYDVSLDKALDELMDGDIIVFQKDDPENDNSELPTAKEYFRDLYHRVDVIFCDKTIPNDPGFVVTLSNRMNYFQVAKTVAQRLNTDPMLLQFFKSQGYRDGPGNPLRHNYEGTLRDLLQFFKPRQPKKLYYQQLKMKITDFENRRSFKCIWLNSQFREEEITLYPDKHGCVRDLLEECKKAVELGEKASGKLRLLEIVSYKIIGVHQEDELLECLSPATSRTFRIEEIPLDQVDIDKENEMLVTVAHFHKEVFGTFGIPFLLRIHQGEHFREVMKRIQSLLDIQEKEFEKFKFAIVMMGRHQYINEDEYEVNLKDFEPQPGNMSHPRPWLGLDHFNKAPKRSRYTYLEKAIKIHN
OTUD3 inh – human OTUD3 deubiquitinase inhibition. Q5T2D3. purified OTUD3, Ub-rhodamine fluorescence, 2 h. inhibition, % at 25 µM. 0.7% of 47,000 active. AID 1645858
An asterisk follows results filed as active; i = inactive; x = no result given. No stated cut-off is given here; in the data, active means inhibition above about 30%; inactive means the rest.

Structure	USP30 block	USP8 inh	USP10 block	USP28 inh	UCHL1 inh	USP17 inh	USP7 inh	OTUD3 inh
CCOc1ccccc1C(=O)Oc1ccc2c(C)cc(=O)oc2c1	31.0*	35.3*	10.1	7.6	-7.3	59.4*	-5.6	2.1
CCN1CCN(C2=NCCN2S(=O)(=O)c2cc(F)ccc2C)CC1	0.5	1.3	0.6	1.9	-2.1	-0.3	-0.1	-0.6
Cc1cc(C(=O)N2CCC(C)CC2)nc2cc(-c3ccccn3)nn12	-16.4	-0.4	-1.6	-15.8	-1.9	-11.8	2.5	-7.3
O=c1c2ccccc2c(-c2nc(-c3ccncc3)no2)cn1-c1ccccc1	6.6	-1.2	-2.8	5.4	-0.3	72.5*	-2.2	-1.3
Cc1ccc(/C=C2/NC(=O)[C@@H]3Cc4ccccc4CN3C2=O)cc1	-140.3	28.2	4.0	-75.5	-1.4	-5.5	-1.6	-30.8
CC(C)C(NS(=O)(=O)c1ccc2c(c1)OCCO2)C(=O)Oc1ccc(Br)cc1Cl (stereo unspecified)	7.3	9.9	6.1	7.8	5.1	-8.4	-1.4	9.2
COC(=O)CC1CC23OC2(C(=O)c2c(O)cccc2C3=O)C(C)O1 (stereo unspecified)	-77.7	-4.2	-6.4	25.3	11.0	64.7*	-69.3	10.8
CC1Cc2cc(S(=O)(=O)N3CCCCCC3)ccc2N1C(=O)C1CC1 (stereo unspecified)	-6.8	-21.6	0.1	17.0	-1.8	-5.8	-4.9	-2.1
CC1CCc2c(sc3ncnc(NC4CCN(CC(N)=O)CC4)c23)C1 (stereo unspecified)	i	-370.4	-8.5	-246.1	-152.2	-194.3	-152.1	-214.0
Cc1nc(COc2ccccc2)sc1C(=O)NC1CCCC1	15.1	15.3	-1.8	10.5	0.8	39.4*	-2.6	10.0

The list continues.
Structure	USP30 block	USP8 inh	USP10 block	USP28 inh	UCHL1 inh	USP17 inh	USP7 inh	OTUD3 inh
Nc1c(-c2ccccn2)nsc1C(=O)NCc1ccccc1	1.9	5.4	2.6	19.7	2.1	17.6	-9.8	5.7
CC(C)Cc1ccc(C(C)C(=O)N2CC(=O)Nc3ccccc32)cc1 (stereo unspecified)	18.6	0.0	13.1	3.3	4.0	-0.2	-15.7	0.3
O=C(CCn1cnc2cc(-c3noc(-c4ccccn4)n3)ccc21)N1CCOCC1	11.5	13.0	0.3	-0.1	-0.6	5.4	0.0	2.9
O=C(CCc1nc(CSc2nnc(-c3ccncc3)o2)no1)Nc1ccc(F)cc1F	-5.8	-190.8	0.9	-13.6	-3.2	x	-1.5	2.3
O=C1OC(C(=O)N2CCN(c3ccc(C(F)(F)F)cn3)CC2)Cc2ccccc21 (stereo unspecified)	13.9	3.0	3.6	0.0	-3.3	42.5*	-7.3	1.2
CC(C)(C)C(=O)Nc1ccccc1SCc1nnc(-c2ccccc2)o1	-7.8	-3.0	-6.0	2.4	1.0	0.7	0.0	5.8
O=C1NC[C@@H](Cc2ccccc2)NC(=O)C2(C/C=C/COc3ccccc31)CCNCC2	25.2	-9.5	-0.6	10.6	2.1	4.5	3.4	11.8
Cc1cc(/C=C2\C(=N)N3N=C(c4ccco4)SC3=NC2=O)c(C)n1-c1ccc(F)c(Cl)c1	-314.4	-31.8	2.1	-58.4	-11.0	x	-0.9	-41.9
Cc1nc2cc(-c3noc(-c4cccc5[nH]ccc45)n3)ccc2o1	5.1	55.0*	3.0	42.0*	2.9	36.4*	11.7	-5.5
COc1ccc(NS(=O)(=O)c2cc(NC(=O)COc3ccccc3)ccc2N2CCCCC2)cc1	-13.2	9.4	-3.3	6.5	1.5	-2.5	3.9	0.5

(next part)
Structure	USP30 block	USP8 inh	USP10 block	USP28 inh	UCHL1 inh	USP17 inh	USP7 inh	OTUD3 inh
COCC(=O)NCc1ccc(-c2nc(C3CC3)ncc2-c2ccccn2)cc1	-11.8	-2.8	-3.2	-13.0	-2.3	-13.2	-1.8	-7.4
Nc1nonc1-c1nc2ccccc2n1Cc1cc2c(cc1Br)OCO2	-9.3	-212.0	-1.2	-1.3	0.2	-28.3	0.4	8.6
Cc1cc(NC(=O)c2ccccc2C(F)(F)F)n(-c2nc3ccccc3n2Cc2ccc(C#N)cc2)n1	-60.3	-44.0	-1.3	-28.9	-2.7	-19.1	3.2	-7.7
COCC(=O)N1C[C@H](OCc2ccccn2)[C@H]2OCCC[C@H]21	-2.9	-18.7	-3.8	-0.2	1.0	-6.7	6.0	6.3
CNc1ccc(Cl)cc1C(=O)NC(C)(C)C	19.6	-27.0	0.4	3.5	5.0	-7.2	2.6	-73.1
NS(=O)(=O)c1cc(C(=O)NCC2(c3ccccc3)CCC2)ccc1Cl	-2.7	0.5	-3.1	-4.7	-2.4	-15.2	-5.1	-8.5
O=C(c1cccnc1)N1CCc2[nH]nc(Nc3ccccc3)c2C1	-12.6	-6.6	1.2	-3.1	-3.0	-7.3	-0.1	-4.1
Cc1cnc(C(=O)N2CCCC(c3ccc4c(C)nn(C)c4n3)C2)cn1 (stereo unspecified)	28.3	16.3	5.8	20.0	0.1	14.9	3.2	16.9
O=[N+]([O-])c1ccsc1NCc1ccccc1	1.1	-5.3	3.8	27.4	2.2	-8.7	-141.4	-9.0
Cc1ncccc1C(=O)N1CCOCC(Cc2cc(=O)[nH]cn2)C1 (stereo unspecified)	1.9	14.4	-1.9	7.3	0.1	6.2	2.9	1.1

Next section
Structure	USP30 block	USP8 inh	USP10 block	USP28 inh	UCHL1 inh	USP17 inh	USP7 inh	OTUD3 inh
O=C(COC(=O)c1cccc(S(=O)(=O)N2CCc3ccccc32)c1)Nc1ccc(F)cc1[N+](=O)[O-]	-65.8	-85.3	5.7	-6.3	0.9	-36.0	-7.0	-7.7
Cc1cc(NC(=O)c2cn(-c3cc(N4CCCC4)ncn3)cn2)ccc1F	-442.2	-36.9	-9.0	-139.0	-25.1	-49.9	-25.0	-96.8
O=C(Nc1cc(C(F)(F)F)cc(C(F)(F)F)c1)C12CC3CC(CC(C3)C1)C2	22.4	25.1	0.0	19.7	3.6	14.4	6.3	17.2
Cc1ccc(NC(=O)c2cc(CN3CCCC3)on2)cc1C	-24.3	-8.6	-0.4	4.8	0.3	x	-19.1	-4.6
CC1Cc2ccccc2N1C(=O)CSc1nc(-c2ccccc2)c(-c2ccccc2)[nH]1 (stereo unspecified)	9.5	2.8	10.8	9.5	7.5	-2.9	0.7	0.0
Cc1nc2c3cc(Cl)ccc3n(CCN3CCOCC3)c2s1	-0.5	26.3	-0.5	-4.5	2.2	12.6	-26.3	-1.5
Cc1cccc(NC(=O)Cn2cc(C(=O)N3CCCC3)c(=O)c3ccc(C)nc32)c1	-10.9	-3.6	-2.9	-13.2	-2.1	-7.9	-3.1	-0.9
O=C(c1cccc(Cl)c1)N(Cc1ccccn1)c1nc2ccc(F)cc2s1	18.6	2.8	0.8	6.9	5.2	11.5	11.2	5.7
O=C(c1cccc(=O)[nH]1)N1C[C@@H](O)[C@H](N2CCc3ccccc3C2)C1	x	-7.1	-2.9	x	-0.6	2.5	4.5	6.3
COc1cccc(-c2nn(C)c3c2[C@H]2CN(Cc4cccnc4)C[C@H]2C3)c1	-1.3	-3.0	-2.2	-1.2	2.8	0.9	1.3	5.2

The list goes on:
Structure	USP30 block	USP8 inh	USP10 block	USP28 inh	UCHL1 inh	USP17 inh	USP7 inh	OTUD3 inh
O=C(Nc1ccccc1-c1nc2ccccc2[nH]1)c1sc2ccccc2c1Cl	3.9	59.2*	32.9*	-5.9	2.8	83.2*	32.0*	-7.9
CCn1nc(C(C)C)cc1C(=O)N1CCOC(c2nccnc2N)C1 (stereo unspecified)	-10.0	-32.0	-4.5	-5.8	-3.6	-8.6	-3.0	-5.4
CN(C)S(=O)(=O)c1cccc(C(=O)OCC(=O)NCc2ccc3c(c2)OCO3)c1	-5.0	-4.3	0.0	-5.2	-1.6	-18.1	-0.4	-14.1
O=C(Nc1ccnn1C1CCCC1)c1cccnc1Sc1ccc2c(c1)OCCO2	9.4	-4.6	-1.0	5.6	5.4	-6.5	3.9	3.5
Cc1ccc(-c2csc3ncn(CCCn4ccnc4)c(=O)c23)cc1	-25.5	-14.8	-0.4	-10.3	0.1	-8.6	-15.2	-4.9
O=C(O)CCn1ncc2ccccc21	6.8	-0.6	2.3	8.2	-0.5	-2.9	1.0	8.6
CC(=O)c1ccc(NC(=O)c2nnn(-c3ccccc3)c2C(C)C)cc1	5.1	-0.9	9.4	-2.2	-1.5	4.1	-2.9	-11.6
Oc1sc(C=Nc2cccc(C(F)(F)F)c2)c2ccccc12	i	-60.4	-5.1	-90.7	-15.9	-52.0	-11.9	-89.3
COc1ccccc1NC(=O)C1CC(=O)N(c2ccc3oc(C)nc3c2)C1 (stereo unspecified)	-0.6	5.7	-1.2	-1.8	0.4	1.1	1.9	0.1
Cc1ccccc1CSCCC(=O)NCCc1ccc(Cl)cc1	-1.0	-0.2	1.6	-0.1	1.3	-5.0	-17.9	-4.6

Three compounds already listed, arranged by heavy-atom count, largest number first:
Structure	USP30 block	USP8 inh	USP10 block	USP28 inh	UCHL1 inh	USP17 inh	USP7 inh	OTUD3 inh
CN(C)S(=O)(=O)c1cccc(C(=O)OCC(=O)NCc2ccc3c(c2)OCO3)c1	-5.0	-4.3	0.0	-5.2	-1.6	-18.1	-0.4	-14.1
CCn1nc(C(C)C)cc1C(=O)N1CCOC(c2nccnc2N)C1 (stereo unspecified)	-10.0	-32.0	-4.5	-5.8	-3.6	-8.6	-3.0	-5.4
Cc1ccccc1CSCCC(=O)NCCc1ccc(Cl)cc1	-1.0	-0.2	1.6	-0.1	1.3	-5.0	-17.9	-4.6

Remaining list, next part.
Values in the order: USP30 block, USP8 inh, USP10 block, USP28 inh, UCHL1 inh, USP17 inh, USP7 inh, OTUD3 inh
COc1ccc(-c2nc(-c3cccc(-c4ccn[nH]4)c3)no2)cc1F
→ -37.8, -9.1, -3.2, -11.3, 3.6, 8.5, 3.5, -11.2
O=C1CC(C(=O)Nc2ccccc2F)N=C(N2CCN(c3ccc(F)cc3)CC2)N1 (stereo unspecified)
→ -0.1, 14.7, 3.0, -3.1, -1.9, 2.7, -4.0, 0.4
O=C(/C=C/c1ccccc1)N1CCN(C2=NS(=O)(=O)c3ccccc32)CC1
→ 79.8*, 0.8, 0.6, 0.2, 1.2, -0.3, 4.2, 21.8
CCCC[C@H]1OC(=O)[C@@H]2[C@H]1OC(=O)[C@H]2C
→ -57.6, -13.8, -2.8, -11.0, -7.9, -61.5, -2.6, -13.3
COc1ccccc1S(=O)(=O)Nc1cccc(S(=O)(=O)N2CCCC2)c1
→ 12.6, -0.2, 0.1, 5.4, 4.2, 4.4, 3.0, 4.3
CC(C)NC(=O)N1CCCCCC1C1CCN(Cc2nnnn2-c2ccccc2)CC1 (stereo unspecified)
→ -35.0, -76.6, -4.9, -17.4, -2.4, -88.4, -3.9, -0.1
COc1cccc(-c2[nH]c3ccccc3c2C2c3ccccc3C(=O)N2CC(=O)O)c1 (stereo unspecified)
→ 8.1, -65.3, 3.0, 0.3, -0.5, 9.8, 2.8, 4.5
CCOC(=O)C1(C)C=C(Nc2ccc(C(=O)O)c(O)c2)C(=O)N1c1ccccc1 (stereo unspecified)
→ -19.9, -16.7, 4.7, -11.6, 0.0, -19.7, -4.4, -5.6
CC(C)n1cc(CN2CCC(n3nccc3NC(=O)CCCc3ccccc3)CC2)cn1
→ -13.7, -1.8, -4.0, -4.2, 2.4, -2.3, -1.4, 2.0
CC(CCc1ccccc1)NC(=O)COc1ccc(Cl)c(Cl)c1 (stereo unspecified)
→ 27.3, 16.6, 12.9, 31.1*, 9.6, 24.6, -32.3, 22.3
Cc1cc(C(=O)N2CC[C@@H]3[C@@H](CO[C@H]3CN3CCOCC3)C2)no1
→ -6.7, -6.0, 0.0, -1.9, -2.6, -11.5, -0.9, -1.5
COc1ccc(N2CC(c3nnc(NC(=O)c4ccco4)s3)CC2=O)cc1 (stereo unspecified)
→ 2.1, 0.6, 2.5, -1.0, 2.3, 3.6, 0.1, 0.0
C=C1CCC[C@]2(C)C[C@H]3OC(=O)C(CN(C)Cc4ccccc4)[C@H]3CC12 (stereo partly specified)
→ 30.3*, 18.2, -0.5, 21.7, 2.1, 16.1, 4.2, 21.5
O=C(Cn1c(=O)n(-c2ccccc2)c2ncccc21)N1CCN(c2ccccn2)CC1
→ 8.1, 11.5, 1.2, -4.9, 0.0, 0.1, 0.5, 2.9
COc1ccc(C)cc1NS(=O)(=O)c1cc(-c2cnc(C3CC3)o2)ccc1C
→ -16.8, -2.2, 7.1, 5.3, 3.1, -1.4, 5.7, -0.2

Entries listed so far marked active in USP10 block:
Values in the order: USP30 block, USP8 inh, USP10 block, USP28 inh, UCHL1 inh, USP17 inh, USP7 inh, OTUD3 inh
O=C(Nc1ccccc1-c1nc2ccccc2[nH]1)c1sc2ccccc2c1Cl
→ 3.9, 59.2*, 32.9*, -5.9, 2.8, 83.2*, 32.0*, -7.9
